Compound activity (PubChem BioAssay)
DAX1 inh-1 = DAX1 (NR0B1) inhibition, primary screen. HEK293T StAR-luciferase reporter, SF-1/DAX-1 repression relief. inhibition, % at 6.8 µM. hit rate 1.1% among 370,000. AID 652010;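 active means inhibition above the mean over all tested compounds plus 3 SD, cut at about 3.6% in these data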;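 further: 0% = DAX-1 cells with DMSO and 100% = cells lacking DAX-1 with DMSO; higher inhibition means more luminescence from relief of DAX-1 repression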
ssDAF12 agonist = activators of S. stercoralis DAF-12 nuclear receptor | hit rate 1% among 370,000 | activation, % at 6.8 µM | HEK293 ssDAF-12/GRIP1 lit1-tk-luc reporter, luminescence; % of 3 µM dafachronic acid response;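 active means activation above the mean over all tested compounds plus 3 SD, cut at about 0.9% in these data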;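 further: 0% = DMSO-only wells and 100% = 3 µM delta7-dafachronic acid wells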
hcDAF-12 act = H. contortus DAF-12 activation, primary screen; HEK293 hcDAF-12 lit1-tk-luc reporter, luminescence; 0% DMSO, 100% Δ7-dafachronic acid; activation, % at 6.8 µM; hit rate 1.4% among 370,000;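 active means activation above the mean of all tested compounds plus 3 SD, cut at about 5.5% in these data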;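 further: 100% = response to 3 µM Δ7-dafachronic acid high control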
DAX1 inh-2 = NR0B1 (DAX1) inhibition; P51843; HEK293 Gal4-DAX1 luciferase reporter, luminescence; inhibition, % at 6.75 µM; hit rate 0.99% among 340,000; AID 504766;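 active means inhibition above the mean over all tested compounds plus 3 SD, cut at about 4.2% in these data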;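 further: 0% = DAX1-transfected cells with DMSO and 100% = empty-vector control cells with DMSO; inhibition shows as a rise in luminescence from relieved DAX1 repression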
Target sequence (P51843 207-470 limits assumed): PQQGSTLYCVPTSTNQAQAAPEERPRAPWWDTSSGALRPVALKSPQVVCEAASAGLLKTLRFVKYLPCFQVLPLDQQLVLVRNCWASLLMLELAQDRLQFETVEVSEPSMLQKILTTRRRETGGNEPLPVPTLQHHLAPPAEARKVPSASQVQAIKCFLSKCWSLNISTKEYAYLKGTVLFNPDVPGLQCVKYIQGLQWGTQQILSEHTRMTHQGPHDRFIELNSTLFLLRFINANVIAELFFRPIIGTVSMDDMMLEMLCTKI
hgDAF12 agonist = hgDAF-12 agonism, primary luciferase screen | AID 687014 | HEK293 GAL4-hgDAF12 UAS-luciferase reporter, agonist luminescence; normalized to butyrate control | activation, % at 6.8 µM | hit rate 1.8% among 370,000;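 active means activation above a cutoff set at the mean of all screened compounds plus 3 SD, cut at about 10% in these data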;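 further: 0% = DMSO wells and 100% = sodium butyrate wells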
NPR2 activator = GC-B (human) receptor activation. activation, % at 10 µM. P20594. AID 1920062. hit rate 0.11% among 370,000. HEK293-GC-B cells, CNP EC30, cGMP TR-FRET; 0% at EC30 CNP, 100% saturating CNP;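 active means activation at 10 µM reaching about 35% in either raw or pattern-adjusted values, limit read from the data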
SMARCA2 act = increases SMARCA2 function in MMTV reporter cells; MG213 cells, MMTV-luciferase reporter, dexamethasone, overnight; activation, % at 9.1 µM; hit rate 1% among 370,000; in the data active means activation above about 7.8%;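 further: 0% = vehicle wells and 100% = reference activator wells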
ADAM10 inh = inhibits human ADAM10; hit rate 0.62% among 370,000; O14672; recombinant ADAM10, EDANS/DABCYL FRET peptide cleavage, 3 h; inhibition, % at 7 µM;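 active means inhibition above a per-campaign cutoff equal to the mean of compounds falling between control-based bounds plus 3 SD, cut at about 20% in these data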;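 further: 0% = DMSO wells while the 100% control is not disclosed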
HGIII-sPLA2 inh = Blocks human group III sPLA2 activity | QFRET BODIPY PC-A2 liposome hydrolysis, fluorescence | hit rate 0.56% among 370,000 | Q9NZ20 | inhibition, % at 12.2 µM;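 active means inhibition above mean plus 3 SD of compounds lying within the high and low control bounds, cut at about 19% in these data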;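 further: 0% = median of test compound wells and 100% = no enzyme DMSO wells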
Target sequence (Q9NZ20 whole entry, looked up): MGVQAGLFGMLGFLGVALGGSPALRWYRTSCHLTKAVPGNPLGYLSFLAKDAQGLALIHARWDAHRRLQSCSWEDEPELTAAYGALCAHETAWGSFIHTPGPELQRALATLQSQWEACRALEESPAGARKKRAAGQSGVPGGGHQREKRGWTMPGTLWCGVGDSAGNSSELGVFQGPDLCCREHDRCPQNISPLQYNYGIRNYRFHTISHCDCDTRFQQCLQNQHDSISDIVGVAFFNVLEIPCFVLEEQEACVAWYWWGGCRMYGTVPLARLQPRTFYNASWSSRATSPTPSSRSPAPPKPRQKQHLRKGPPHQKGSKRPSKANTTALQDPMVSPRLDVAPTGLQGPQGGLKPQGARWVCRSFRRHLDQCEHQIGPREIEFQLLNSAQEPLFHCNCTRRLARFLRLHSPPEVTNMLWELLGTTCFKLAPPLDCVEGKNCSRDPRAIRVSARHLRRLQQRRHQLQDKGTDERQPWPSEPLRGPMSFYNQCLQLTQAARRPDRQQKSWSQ
GAA850 FXN act = activators of GAA850 frataxin (FXN) promoter; HEK293 lucGAA850 FXN promoter luciferase reporter, 24 h; percent of 10 µM SAHA response; activation, % at 6 µM; hit rate 0.56% among 360,000; AID 540364;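 active means activation above the average of all compounds screened plus 3 SD, cutoff fixed separately per campaign, cut at about 7.5% in these data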;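 further: 0% = DMSO wells and 100% = 10 µM SAHA wells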
NPR1 activator = GC-A (human) enzyme activation. P16066. HEK293 GC-A cells, cGMP TR-FRET, EC30 ANP; 0% at EC30 ANP, 100% saturating ANP. activation, % at 10 µM. hit rate 0.14% among 370,000; in the data active means activation above about 40%
* hit, by the source's call; nt = no result given. Rows are unselected; 6.6% or so of the library scored in one or more.

Value order – DAX1 inh-1 | ssDAF12 agonist | hcDAF-12 act | DAX1 inh-2 | hgDAF12 agonist | NPR2 activator | SMARCA2 act | ADAM10 inh | HGIII-sPLA2 inh | GAA850 FXN act | NPR1 activator
CC(=O)N1CCN(CC(=O)Nc2sccc2C#N)CC1
 : -0.1 | -1.1 | 1.0 | 1.0 | -0.6 | 9 | -2 | -8 | 2 | 0.6 | -3
CCOc1ccc(NC(=O)CSc2nc3[nH]ncc3c(=O)n2-c2ccccc2OC)cc1
 : -1.1 | -1.4 | -2.8 | -2.9 | -1.1 | 3 | 0 | 8 | -8 | 0.5 | 7
CC1CN(C(=O)C2CCCC2)C(C)CN1C(=O)C1CCCC1 (configuration not stated)
 : 0.8 | -0.6 | -0.1 | -0.9 | 1.4 | -1 | -2 | -2 | 4 | 0.8 | 3
O=C(NNC(=S)Nc1ccccc1Cl)C1CC1
 : 0.1 | -1.2 | -1.9 | 0.4 | 2.6 | -2 | -2 | -4 | 16 | 2.1 | 0
CC(=O)N1c2ccc(S(=O)(=O)CCC(=O)O)cc2CC1C (configuration not stated)
 : -0.4 | -0.3 | 0.2 | -0.5 | 0.2 | 2 | 1 | -1 | -1 | 2.2 | 1
O=C(CC(=O)c1ccccc1O)c1ccc(F)cc1
 : 1.9 | -0.4 | 2.1 | -0.4 | 11* | -1 | -1 | -10 | -6 | 0.8 | 0
COc1ccc(S(=O)(=O)N(C)c2ccc(C(=O)Nc3cccnc3)cc2)cc1OC
 : -0.9 | -1.4 | -1.2 | 1.3 | -4.1 | 7 | 3 | 1 | -7 | 4.4 | -2
Cc1ccc(/C=N/n2cnc3sc(C)c(C)c3c2=O)o1
 : 0.2 | -1.1 | -0.6 | 0.1 | 0.8 | 4 | 0 | 0 | 3 | 3.9 | 6
CC(C)=NN1C(c2nonc2N)=NOC1(C)C
 : -0.2 | -1.3 | -1.2 | nt | -1.6 | -1 | -2 | -3 | -2 | 1.3 | -2
CC(=O)/C(=N/Nc1ccccc1[N+](=O)[O-])N1CCCc2ccccc21
 : -0.8 | -0.9 | 0.7 | nt | -1.0 | -4 | -2 | 10 | 12 | 1.3 | -6
O=C(Nc1ccc(C(F)(F)F)cc1)C1CCN(c2cnccn2)CC1
 : -1.2 | -1.4 | -2.7 | -0.4 | -1.9 | 10 | -2 | -46 | -1 | -0.2 | -4
COc1cccc(/C=N/n2nnnc2N)c1
 : 0.2 | -0.6 | -1.0 | 1.8 | 0.3 | -2 | -2 | -32 | 1 | 1.1 | -2
O=C(O)c1ccc(F)c(S(=O)(=O)Nc2ccccc2)c1
 : -0.1 | -1.4 | 0.0 | 2.7 | 1.6 | -1 | -2 | 7 | -1 | 2.4 | 4
CCCNC(=O)C[C@@H]1CC[C@H]2NC[C@H](O)COC[C@@H]2O1
 : 0.8 | -0.8 | -0.5 | nt | 0.2 | -3 | -4 | 1 | 7 | nt | 3
CCNC(=S)N1CCC(C(=O)c2ccc3c(c2)OCCO3)CC1
 : -1.0 | -1.3 | -0.3 | -0.7 | -1.1 | -3 | -3 | -14 | 9 | 1.2 | -4
CC(C)=CC(=O)N1CCCC(N2CCN(c3ccccc3C)CC2)C1 (configuration not stated)
 : 0.1 | -1.3 | -1.0 | 0.6 | 1.6 | 4 | -4 | -10 | 1 | 0.7 | 3
CCOc1ccc(N2CC(C(=O)Nc3cccc(C)c3C)CC2=O)cc1 (configuration not stated)
 : -1.1 | -1.5 | -1.4 | 0.9 | -1.5 | 0 | -2 | -3 | 0 | 0.7 | -3
Cc1cc(OC(=O)c2cccc(Cl)c2)c([N+](=O)[O-])c(=O)[nH]1
 : 0.2 | -1.3 | 1.9 | -0.2 | 2.9 | 3 | -2 | -6 | 3 | -2.3 | 1
Cc1cc(C)c(S(=O)(=O)N2CCC(C(=O)NCc3ccco3)CC2)c(C)c1
 : -0.3 | -1.5 | -1.1 | -0.1 | -2.6 | 0 | 1 | 6 | -9 | -1.0 | -4
CC12CCC(=O)C=C1CCC1C2C(O)CC2(C)C1CCC21OCC1=O (configuration not stated)
 : 0.9 | -1.2 | -0.2 | 1.3 | -1.4 | -3 | -2 | -16 | 11 | 1.4 | 0
Cn1c(=O)c(C(=O)NNC(=O)c2cccc(Cl)c2)c(O)c2ccccc21
 : 0.0 | -1.1 | -0.7 | -1.5 | -1.6 | 1 | -3 | -4 | 7 | 0.6 | 4
CCc1nc2c(OCc3cccc(OC)c3)cccn2c1N(C)C(=O)c1ccc(OC)cc1
 : -0.6 | -1.0 | -0.9 | nt | -1.5 | 9 | -5 | -6 | 1 | -1.3 | 0
OC1(c2ccccc2)CN(c2ccccc2)C2=[N+]1CCS2 (configuration not stated)
 : 0.1 | -1.1 | -2.1 | -0.4 | -1.0 | -4 | -5 | 7 | -17 | 4.1 | -2
O=C(O)CCCC(=O)N1CCc2cc(S(=O)(=O)NCc3ccccc3)ccc21
 : 0.6 | -0.3 | -0.6 | 3.8 | 1.2 | 0 | 4 | -7 | -1 | -0.4 | 2
CC(=O)NC(=S)Nc1ccc(NC(=S)NC(=O)c2cccs2)cc1
 : 1.5 | -0.6 | 0.5 | -0.2 | -0.9 | -7 | -1 | 3 | 6 | 1.0 | -3
COc1ccc(-c2nn(Cc3ccccc3)cc2C(=O)N2CCN(c3ncccn3)CC2)cc1OC
 : -0.4 | -0.5 | -1.5 | -0.8 | -2.2 | 3 | -2 | -1 | -9 | 3.3 | -2
CC(C)C[C@H](CO)Nc1nc(Nc2cccc(Cl)c2)c2ncn(C(C)C)c2n1
 : 0.0 | -1.5 | -1.8 | -1.1 | -1.5 | -19 | 2 | 0 | -5 | -10 | -6
O=C(Nc1cccc(F)c1)N1CCc2nc(NCc3cccc(Oc4ccccc4)c3)ncc2C1
 : -1.0 | -2.2 | -1.2 | nt | 3.4 | 3 | -2 | -12 | -8 | 1.0 | -1
CC(NC(=O)N1CCOCC1)c1ccccc1 (configuration not stated)
 : 0.4 | -1.5 | 0.2 | -1.0 | -0.2 | 6 | 0 | -2 | 2 | 2.2 | 0
O=C(Cc1ccccc1)Nc1ccc(Br)c(Cl)c1
 : -0.4 | -1.4 | -2.4 | -0.2 | 1.1 | 2 | 5 | 12 | -17 | 2.1 | 0
Cc1nc(NC(=O)C2CC2)sc1C(=O)NC1CCCCC1
 : 0.6 | -1.4 | -1.5 | nt | -1.8 | -3 | 1 | -1 | -2 | 1.5 | -5
COc1ccccc1N(CC(=O)N1CCC(C(N)=O)CC1)S(=O)(=O)c1ccccc1
 : -0.3 | -1.3 | -0.9 | 1.6 | -1.8 | 3 | -2 | -9 | 4 | 1.9 | 2
O=[N+]([O-])c1ccc(-c2ncc(-c3ccc(Br)cc3)o2)cc1
 : -0.1 | -1.5 | 1.8 | -0.7 | -2.9 | -12 | -1 | -6 | 0 | -1.4 | -2
CC(c1ccccc1)n1c(S(=O)(=O)O)nc2ccccc21 (configuration not stated)
 : 0.8 | -1.1 | 0.7 | -0.5 | -2.2 | -1 | 0 | 0 | -11 | 1.1 | -2
COC(=O)c1ccc(Cl)c(NC(=O)CN2CCN(C)CC2)c1
 : 1.2 | -1.3 | -1.3 | 0.7 | -2.6 | 1 | -1 | -1 | -3 | 2.7 | 0
COCCCN1C(=O)C(CC(=O)NCc2cccc3ccccc23)CC(C(=O)N2CCOCC2)=C1C (configuration not stated)
 : 2.5 | -1.4 | 0.8 | nt | -0.6 | 7 | -5 | -11 | 15 | nt | -1
Cc1cc(O)ccc1Nc1cc(-c2cccc(N(C)C)c2)ncn1
 : 4.2* | 0.8 | 5.8* | nt | 14* | -1 | 11* | -2 | 4 | 3.8 | -1
O=C(OCC(=O)N1CCCC1)c1ccc(NS(=O)(=O)c2cccs2)cc1O
 : -0.5 | -1.0 | -0.8 | 0.8 | -4.5 | 4 | 0 | 1 | -2 | 1.6 | 0
CCC(C)NC(=O)CCCc1ccccc1 (configuration not stated)
 : 1.4 | -0.6 | 1.8 | 1.5 | 6.5 | -1 | 1 | 6 | 2 | 1.8 | 0
COc1cc2cc(Oc3ccc4ccc(=O)oc4c3)c(=O)oc2cc1OC(=O)/C=C/c1ccccc1
 : 0.4 | -0.5 | -2.2 | 0.0 | -1.7 | 3 | 0 | -32 | -6 | 1.5 | -2
Cc1ccc(-c2csc3ncn(CC(N)=O)c(=O)c23)cc1C
 : -0.8 | -1.2 | -0.2 | -1.2 | -2.2 | -9 | 2 | 16 | 0 | -0.2 | -4
CC(=O)c1ccc(NC(=O)CSc2nnc(NC(=O)CN3CCOCC3)s2)cc1
 : 1.6 | -1.6 | -1.2 | 1.1 | 1.6 | 2 | 0 | 3 | 14 | 0.3 | -1
CN(C)C(=O)N1CCC(C(=O)NCc2ccccc2)CC1
 : -0.2 | -1.1 | -0.4 | 0.0 | 3.4 | 5 | -2 | -2 | 4 | 1.9 | 2
CCCSc1nnc(CNC(=O)C23CC4CC(CC(C4)C2)C3)n1Cc1ccccc1
 : -0.3 | -1.3 | -0.5 | -2.0 | -1.1 | 4 | -1 | -1 | -12 | 1.4 | 7
O=[N+]([O-])c1cc(/C=N/Nc2nc(N3CCCCC3)nc(N3CCCCC3)n2)ccc1O
 : 0.1 | -1.2 | -2.1 | -1.9 | -2.1 | 1 | 0 | -9 | 2 | 3.6 | -3
COc1ccc(C(=O)NCCONC(=O)c2ccc(OC)cc2)cc1
 : 1.4 | -1.3 | -1.4 | 0.5 | -2.4 | -2 | 3 | 0 | -2 | -1.8 | -3
COc1ccc(C(C)(O)c2nc(-c3ccccc3C)cs2)cc1 (configuration not stated)
 : -2.9 | -1.1 | -2.2 | nt | 0.7 | -13 | -4 | 4 | 3 | -5.1 | -2
COc1ccc(CCNC(=O)c2ccc(S(=O)(=O)N(C)c3ccccc3)cc2)cc1OC
 : -0.6 | -0.8 | -1.8 | -1.9 | -1.4 | 2 | -2 | 4 | -5 | 0.0 | -3
COC(=O)[C@]1(C)N[C@H](CN(C)C(=O)COc2ccccc2)[C@@H]2C(=O)N(C)C(=O)[C@@H]21
 : 0.8 | -0.7 | -1.0 | 1.4 | -0.3 | 2 | -2 | 5 | 2 | 0.0 | 4
CCc1ccc(N2C(=O)C(Cl)=C(N3CCCCCC3)C2=O)cc1
 : -0.4 | -1.0 | -0.2 | -0.4 | -1.9 | -2 | -2 | 5 | 6 | 1.1 | 1
CN(C)CCNC(=O)c1cccc(-c2cnc3c(NC=O)cc(-c4cccc(F)c4)cn23)c1
 : 0.1 | -1.3 | -1.3 | nt | -2.6 | -6 | 2 | -15 | -19 | -0.1 | -11
CSc1ccc(NC(=O)C2(C)CCN2C(=O)c2cc(C)n(C)n2)cc1 (configuration not stated)
 : -0.7 | -1.6 | 0.7 | nt | -2.4 | 3 | -1 | -8 | 5 | -0.8 | 1
